# RSV antiviral HEp-2: inhibition of RSV-induced cytopathic effect – HEp-2 cells, primary 10 µM value included (AID 2391); one-dose CPE inhibition, % at 10 µM; IC50 in µM for titrated hits; HEp-2 cells, RSV-induced CPE inhibition; higher % means a stronger effect; actives 0.13% (n = 310,000); in the data active means a potency from the dose series; inconclusive means CPE inhibition mostly from about 23% at the one dose, without a potency; inactive means the rest, 99 in 100 with CPE inhibition below about 21%; further: strong numbers were not always called active
# Dengue-2 NS5 capping: Dengue-2 NS5 methyltransferase inhibitors, primary screen, biochemical, confirmation dose response (AID 588689) | Dengue-2 NS5 methyltransferase capping enzyme assay, biochemical; higher % means a stronger effect | inhibition, % at 25 µM, or IC50 in µM where a hit was titrated | actives 0.3% (n = 340,000); in the data active means a potency from the dose series; inconclusive means inhibition above about 29% without an active follow-up result
# Large T inhibition: TAg ATPase/helicase activity blockers – biochemical (AID 1903). SV40 large T antigen ATPase/helicase inhibition assay; higher % means a stronger effect. inhibition, % at 20 µM, or IC50 in µM where a hit was titrated. actives 0.39% (n = 310,000); in the data active means a potency from the dose series; inconclusive means inhibition mostly from about 32% at the one dose, without a potency; inactive means the rest, 99 in 100 with inhibition below about 32%; further: strong numbers were not always called active
# NTR1 agonist: NTR1-driven beta-arrestin-GFP spot formation – imaging, U2OS cells, high content, primary screen (AID 493036) | P30989 | actives 0.17% (n = 330,000) | agonist mode | activation, % at 20 µM;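 active means activation at or above 40% of the spot to cytoplasm intensity ratio, with at least 20 cells analyzed; inconclusive means wells under 20 cells, flagged as cytotoxic or low count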;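 further: 0% = DMSO without peptide and 100% = 100 nM NTR1 peptide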
# Target sequence (P30989 whole entry, looked up): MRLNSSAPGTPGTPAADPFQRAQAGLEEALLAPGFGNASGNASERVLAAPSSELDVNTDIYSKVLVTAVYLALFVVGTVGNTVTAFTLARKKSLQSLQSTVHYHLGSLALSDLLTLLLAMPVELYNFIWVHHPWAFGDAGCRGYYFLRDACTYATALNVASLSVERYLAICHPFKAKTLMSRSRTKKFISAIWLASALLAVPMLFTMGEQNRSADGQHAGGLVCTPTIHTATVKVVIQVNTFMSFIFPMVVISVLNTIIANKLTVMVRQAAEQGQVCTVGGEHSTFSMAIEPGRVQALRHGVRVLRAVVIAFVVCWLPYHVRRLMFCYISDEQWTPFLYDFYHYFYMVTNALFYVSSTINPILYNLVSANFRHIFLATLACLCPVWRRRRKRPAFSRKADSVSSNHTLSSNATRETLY
# West Nile antiviral: West Nile virus antiviral activity, cell-based, CPE readout (AID 1621). actives 0.02% (n = 290,000). West Nile virus-infected cells, CPE inhibition; higher % means a stronger effect. CPE inhibition, % at 10 µM; hits with a dose series show IC50 in µM; in the data active means a potency from the dose series; inconclusive means CPE inhibition mostly from about 3.7% at the one dose, without a potency; inactive means the rest, 99 in 100 with CPE inhibition below about 2.2%; further: strong numbers were not always called active
# MgcRacGAP inhibition: MgcRacGAP GTPase-activating activity inhibitors, confirmation, biochemical, ADP Hunter fluorescence; one-dose inhibition, % at 30 µM; IC50 in µM for titrated hits; actives 0.6% (n = 340,000); MgcRacGAP-stimulated Rac1 GTP hydrolysis, ADP Hunter fluorescence; higher % means a stronger effect; GST-tagged Rac1 F28L mutant substrate; AID 624330;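 active means first-screen hits whose inhibition reached a set limit at any dose in the follow-up dose series; inconclusive means inhibition above the set first-screen limit but never retested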;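 further: fluorescence reports GDP produced by GAP-driven GTP hydrolysis; strong numbers were not always called active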
# K1F lysis inhibition: inhibition of K1F phage lysis, E. coli UTI89, bacterial capsule biogenesis inhibitors, alamar blue (AID 488966) | E. coli UTI89 K1F phage lysis, alamar blue, 2 h; higher % means a stronger effect | inhibition, % at 100 µM; hits with a dose series show IC50 in µM | actives 0.02% (n = 340,000);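 active means phage lysis inhibition, versus mean bacterial control, above a set limit; inconclusive means no clear call, values can overlap the other calls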;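 further: capsule biogenesis inhibitors block K1F phage lysis so surviving cells raise fluorescence; higher fluorescence means more inhibition of phage lysis; actives were called in the ten point dose series up to 300 µM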
# PhoP inhibition: PhoP-dependent GFP reporter repression – Salmonella Typhimurium, primary screen (AID 1863); S. Typhimurium PhoP-regulated promoter GFP reporter, 4 h; higher % means a stronger effect; one-dose inhibition, % at 50 µM; IC50 in µM for titrated hits; actives 0.16% (n = 300,000);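 active means inhibition over 29.93%, a cutoff 3 SD above the screen mean, later confirmed by dose response; inconclusive means inhibition over 29.93% but no dose response follow-up; inactive means inhibition at most 29.93% or unconfirmed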;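 further: 0% = low Mg2+ inducing control and 100% = high Mg2+ repressing control; strong numbers were not always called active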
# T cell HTS: T cell immune modulators affecting CD8 T cell-vesicle binding | 2C CD8+ T cell-vesicle binding, flow cytometry; stronger effect = lower value | actives 0.068% (n = 330,000) | calls only at 7 µM;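 active means response, share of CD8 T cells binding vesicles, and their 90th percentile fluorescence all below set limits, cut at about 80% in these data, passing the limit was not always enough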
#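 Material: 2C TCR transgenic mouse naive CD8+ T cells, MACS-purified. Also added: QL9-charged Drosophila Ld/ICAM-1/B7-1 vesicles. Timing: binding 1.5 h at 37 °C. Measured by: high-throughput flow cytometry with anti-B7-1 and anti-CD8 staining. Read-out: percent CD8+ FL2 mean versus row control. Controls: Unloaded micro-vesicles (low), QL9 vesicles with 0.7% DMSO (high).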
# T cell HTS vesicle-bound %: recorded beside T cell HTS, whose call it bears; double positive events, %; measured here: CD8+ vesicle-bound cell fraction;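 binding gate set so that unloaded-vesicle control wells show 10% double positive cells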
# NTR1 agonist cell count 20 µM: further read-out of NTR1 agonist, marked with its call; cell count; measured here: cell count, cytotoxicity flag
# Dengue-2 NS5 capping pilot replicate: further read-out of Dengue-2 NS5 capping, marked with its call; inhibition, %; measured here: pilot screen replicate inhibition
# Active calls of the source: *; i = inactive; ? = inconclusive; . = not tested or not shown; [ ] = dose if it differs, or a comment.
SMILES,RSV antiviral HEp-2,Dengue-2 NS5 capping,Large T inhibition,NTR1 agonist,NTR1 agonist cell count 20 µM,West Nile antiviral,MgcRacGAP inhibition,K1F lysis inhibition,PhoP inhibition,T cell HTS,T cell HTS vesicle-bound %,others
CCN(C[C@H]1N[C@@](Cc2ccccc2)(C(=O)OC)[C@H]2C(=O)N(Cc3ccccc3)C(=O)[C@@H]12)C(=O)Nc1ccc(C)cc1,.,-5%,.,-1.6,34,.,5%,0.4%,.,i,15,Dengue-2 NS5 capping pilot replicate=-7.0
CCn1c(=S)sc2nc(C)sc21,?,2%,.,0.5,55,-0.1%,2%,0.3%,.,i,26,
COc1cccc(C(=O)Nc2nnc(S(=O)(=O)Nc3cccc(C)c3)s2)c1,0.3%,-1%,16%,0.3,80,-0.4%,-3%,-2.9%,.,i,29,
Nn1cc(-c2ccccc2)nc1SCC(=O)Nc1ccc(S(N)(=O)=O)cc1,-0.2%,-8%,7%,-0.6,51,0.2%,16%,0.4%,-10%,i,17,
CCn1c(=O)c2cc(S(=O)(=O)NCCOc3ccccc3)ccc2n(CC)c1=O,-0.5%,-2%,0%,3.6,58,-0.1%,5%,0.7%[50 µM],0%,i,41,
c1ccc(-c2ccc(-c3cnc4n3CCCCC4)cc2)cc1,16%,-3%,6%,4.1,57,-0.6%,2%,?,8%,i,46,
CC(Oc1cccc(Cl)c1)C(=O)Nc1ccccc1C(=O)N1CCCCC1 (stereo not given),3.7%,-4%,-3%,-0.3,42,.,3%,-1.6%,-1%,i,52,
CC(C)(C)NC(=O)CC1C(=O)NCCN1Cc1c(F)cccc1Cl (stereo not given),1.8%,-8%,6%,-1.4,68,0.1%,-2%,0.1%,-10%,i,54,
O=S(=O)(c1ccc(=S)[nH]c1)N1CCN(Cc2ccccc2)CC1,.,6%,.,1.1,53,.,8%,1.0%,.,i,35,
CC(CC(=O)Nc1cccnc1)c1ccccc1 (stereo not given),0.9%,-5%,2%,-1.2,60,0.0%,2%,1.2%,-8%,i,26,
CCOc1ccc(S(=O)(=O)N2CCN(S(=O)(=O)c3ccc(C(C)=O)cc3)CC2)cc1,0.6%,-2%,4%,-1.2,48,-0.1%,4%,0.0%,-9%,i,59,
O=C(CCn1c(=O)sc2ccccc21)NCCC1=CCCCC1,-1.3%,-6%,6%,-0.3,57,-1.0%,-3%,0.4%,5%,i,13,
CC(C)(C)OC(=O)C[C@@H]1C/C=C\C[C@@H](CC(=O)N[C@H](CO)Cc2ccccc2)C(=O)NC[C@@H](c2ccccc2)OC1=O,.,-1%,.,1.6,51,.,3%,0.1%,.,i,11,Dengue-2 NS5 capping pilot replicate=-3.4
Nc1nc2ccc([N+](=O)[O-])cc2[nH]1,1.2%,-1%,-4%,-1.6,64,0.9%,0%,-0.2%,2%,i,62,
Cc1cccc(NC(=O)NNC(=O)c2cc3ccccc3cc2O)c1C,3.7%,10%,5%,1.9,33,3.2%,9%,-0.1%,-6%,i,60,
O=C(Nc1ncn[nH]1)C(F)(F)C(F)F,2.5%,-12%,-3%,0.8,43,-0.2%,8%,0.8%,3%,i,16,
Cc1ccc(OCC(=O)Nc2cc(S(=O)(=O)N3CCCCC3)ccc2N2CCN(C)CC2)c(C)c1,-0.7%,7%,8%,9.2,49,.,0%,0.2%[50 µM],8%,i,22,
C=CCc1ccccc1OCC(=O)N/N=C/c1ccccc1OCC,2.5%,-8%,10%,12,47,-0.2%,14%,-5.2%,2%,i,40,
CCOc1ccc(-c2nc(C#N)c(NCC(C)C)o2)cc1,?,-3%,1%,2.2,80,-0.3%,7%,0.1%,-6%,i,12,Dengue-2 NS5 capping pilot replicate=0.3
COc1ccc(-n2cnnc2SCC(=O)Nc2cccc([N+](=O)[O-])c2)cc1,-0.6%,10%,16%,-0.2,52,-0.1%,0%,-0.1%,8%,i,50,
COc1c(Cl)cc(Cl)cc1C(=O)Nc1ccc(C(=O)O)cc1,1.9%,1%,17%,-0.2,85,0.8%,14%,1.1%,2%,i,47,
Cc1ccccc1N(C(=O)CNC(=O)c1ccco1)C(C(=O)NC1CCCC1)c1ccncc1 (stereo not given),0.1%,2%,2%,-0.2,45,-0.1%,5%,0.3%,-1%,i,20,
COc1ccccc1/C=C1\SC(=O)N(CC(=O)N(C)C2CCS(=O)(=O)C2)C1=O (stereo not given),4.4%,0%,16%,-0.2,65,-0.4%,9%,0.4%,3%,i,20,
O=C(/C=C/c1cccc2ccccc12)NCCC1=CCCCC1,3.0%,-11%,3%,0.8,54,.,8%,0.4%,1%,i,34,
CCc1c(C)nc2[nH]nc(NC(=O)C(F)(F)F)n2c1=O,1.8%,-5%,-7%,1.3,62,0.8%,1%,0.3%[50 µM],15%,i,33,

# Brought forward from above: 2 entries, then new ones.
SMILES,RSV antiviral HEp-2,Dengue-2 NS5 capping,Large T inhibition,NTR1 agonist,NTR1 agonist cell count 20 µM,West Nile antiviral,MgcRacGAP inhibition,K1F lysis inhibition,PhoP inhibition,T cell HTS,T cell HTS vesicle-bound %,others
O=C(/C=C/c1cccc2ccccc12)NCCC1=CCCCC1,3.0%,-11%,3%,0.8,54,.,8%,0.4%,1%,i,34,
CCc1c(C)nc2[nH]nc(NC(=O)C(F)(F)F)n2c1=O,1.8%,-5%,-7%,1.3,62,0.8%,1%,0.3%[50 µM],15%,i,33,
CNC(=O)c1ccc2snnc2c1,-0.2%,-6%,9%,-1.1,101,-0.3%,12%,-1.8%,7%,i,15,
CCN1CCN(c2ncnc3sc4c(c23)CCC(C)C4)CC1 (stereo not given),-0.2%,4%,6%,1.4,84,-1.0%,8%,0.0%,-4%,i,8,
CCC1=C(OC(=O)N(CC)CC)N2C(=O)OC(=NCCc3c[nH]c4ccccc34)[C@]2(C)[C@H]2C1=CC[C@H]1C(=O)N(CC)C(=O)[C@H]12,1.1%,-12%,8%,18,55,-0.9%,10%,1.1%,-4%,i,12,
CNc1nc(NC)nc(-n2c(C(F)(F)F)nc3ccccc32)n1,3.2%,1%,23%,-2.3,48,0.4%,2%,6.6%,-13%,i,51,
Cc1ccccc1NC(=O)NNC(=O)CCc1ccccc1,1.6%,-2%,24%,-0.4,78,0.3%,6%,0.5%[50 µM],-5%,i,14,
COc1ccc(Cl)cc1S(=O)(=O)NCc1ccncc1,9.4%,-3%,8%,-0.6,44,-0.1%,-1%,0.0%,4%,i,57,
Cc1ccc(C)c(S(=O)(=O)Nc2ccc(C(=O)N3CC(C)OC(C)C3)cc2)c1 (stereo not given),0.6%,-11%,.,1.5,54,.,-8%,0.7%[50 µM],.,i,4,
CCOc1ccccc1-c1nc(CN2CCCN(C(=O)c3ccco3)CC2)c(C)o1,2.7%,-2%,24%,1.9,65,-0.5%,3%,-0.3%,0%,i,6,
CCOC(=O)c1ccc(NC(=O)N2CCN(C(=O)C3CCCO3)CC2)cc1 (stereo not given),0.5%,6%,9%,-1.4,58,0.0%,9%,0.2%,1%,i,55,
Cc1nn(C)c(C(=O)Nc2ccn(C34CC5CC(CC(C5)C3)C4)n2)c1[N+](=O)[O-],6.2%,-4%,6%,-0.8,66,-1.5%,-7%,3.3%,6%,i,22,
NC(=O)c1ccsc1NC(=O)CS(=O)(=O)c1ccc(F)cc1,-0.3%,-4%,12%,-0.1,46,.,2%,0.4%[50 µM],-3%,i,16,
Cc1cccc(C)c1NC(=O)C1CC2CCC1C2 (stereo not given),-0.5%,-2%,-1%,-0.3,58,.,9%,1.2%,.,i,50,
COc1ccc([C@@H]2CC=C(C(=O)O)[C@H](c3ccc(Br)cc3)N2S(=O)(=O)c2ccccc2C)cc1,.,14%,.,0.5,63,.,6%,0.0%,.,i,8,
COc1ccc(/C=N\NC(=S)SCN2C(=O)C3CCC(C)(C2=O)C3(C)C)cc1 (stereo not given),0.0%,3%,16%,1.6,61,0.2%,14%,-16%,1%,i,38,
COc1cccc(/C=C/C(=O)NCc2ccc(S(N)(=O)=O)cc2)c1,0.3%,-10%,18%,-1.8,61,0.3%,14%,-0.1%,-7%,i,27,
CCCc1nc(C)c2c(=O)[nH]c(-c3cc(S(=O)(=O)N4CCN(CC)CC4)ccc3OCC)nn12,-1.5%,31%,-1%,-0.3,56,-0.1%,-7%,3.0%,5%,i,33,
Cc1ccc(S(=O)(=O)N2CCN(C(=O)c3ccc(Cl)nc3)CC2)cc1,-2.2%,-5%,9%,-0.4,55,0.6%,4%,0.5%,-4%,i,22,
CCOc1ccc(/C=N/Nc2nc(N3CCCC3)nc(N3CCCC3)n2)cc1OC,1.9%,-3%,0%,5.5,53,-0.4%,4%,1.7%[50 µM],-3%,i,26,
CCc1ccc(N2CC(C)Cn3c2nc2c3c(=O)[nH]c(=O)n2C)cc1 (stereo not given),1.9%,-1%,-5%,0.2,98,0.4%,8%,0.0%,.,i,55,
COC(=O)c1cc(S(=O)(=O)N2CCN(c3ccc(F)cc3)CC2)c[nH]1,1.7%,-4%,5%,-0.9,73,-0.1%,-24%,0.1%,5%,i,32,
O=c1[nH]c(-c2ccccc2O)nc2c1CCCC2,0.2%,2%,2%,0.9,43,0.3%,6%,-0.2%,-6%,i,37,
Cc1ccc(NS(=O)(=O)c2ccc3[nH]c(=O)[nH]c3c2)c(C)c1,-0.2%,0%,1%,1.0,47,-0.3%,-2%,-0.9%,13%,i,46,

# Compounds shown so far with a nitro group on carbon (three):
SMILES,RSV antiviral HEp-2,Dengue-2 NS5 capping,Large T inhibition,NTR1 agonist,NTR1 agonist cell count 20 µM,West Nile antiviral,MgcRacGAP inhibition,K1F lysis inhibition,PhoP inhibition,T cell HTS,T cell HTS vesicle-bound %,others
Nc1nc2ccc([N+](=O)[O-])cc2[nH]1,1.2%,-1%,-4%,-1.6,64,0.9%,0%,-0.2%,2%,i,62,
COc1ccc(-n2cnnc2SCC(=O)Nc2cccc([N+](=O)[O-])c2)cc1,-0.6%,10%,16%,-0.2,52,-0.1%,0%,-0.1%,8%,i,50,
Cc1nn(C)c(C(=O)Nc2ccn(C34CC5CC(CC(C5)C3)C4)n2)c1[N+](=O)[O-],6.2%,-4%,6%,-0.8,66,-1.5%,-7%,3.3%,6%,i,22,

# Compound activity deposited in PubChem by several laboratories.
